Statin myotox sup: suppressors of statin myotoxicity in C2C12 myotubes, primary screen, cell-based, single point, plate reader | C2C12 myotubes + simvastatin, ATP luminescence, 48 h; scaled: DMSO 0, geranylgeraniol control 100 | rescue of ATP level, % at 7.49 µM | hit rate 0.78% among 330,000;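 active = mean ATP rescue above about 67%, or every replicate alone reaching that limit, limit read from the data, passing the limit was not always enough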;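 also: myotubes were challenged with 10 µM simvastatin during compound exposure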
PglD inh: C. jejuni PglD acetyltransferase inhibitors, primary screen, biochemical, DTNB colorimetric, single point. inhibition, % at 12.5 µM. purified PglD enzyme, DTNB colorimetric CoA detection. hit rate 0.098% among 360,000. UDP-N-acetylbacillosamine N-acetyltransferase PglD (Campylobacter jejuni); in the data active = inhibition above about 16%, passing the limit was not always enough; also: strong numbers were not always called active
PAX8 reporter: inhibitors of PAX8-driven TPO luciferase reporter, primary screen, RMG-I cells, single concentration; SteadyGlo, 24 h; hit rate 1.2% among 360,000; inhibition, % at 12.6 µM;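 active = mean replicate inhibition at least 60% with every replicate also reaching 60%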;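 also: luciferase light reporting Pax8 driven TPO promoter activity; plate controls were median of neutral control wells for no effect and mitoxantrone controls for full effect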
INS-1E GSIS act: GLuc luminescence reporter in INS-1E cells, primary screen for activators of glucose-dependent secretion of insulin. INS-1E GLuc reporter insulin secretion, 2-3 h. activation, % at 16.6 µM. hit rate 0.61% among 370,000;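 active = lowest replicate activation of at least 40%, so every replicate reaches that level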;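 also: 0% = median of neutral control wells and 100% = median of IBMX positive control wells; some compounds called inactive have numbers as strong as hits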
PGC1a acetyl inh: inhibitors of PGC1a acetylation signal, primary screen, cell-based, U2OS, AlphaScreen, inhibitor mode. AlphaScreen anti-acetyl-lysine; with virally co-expressed GCN5 acetyltransferase. inhibition, % at 15.6 µM. hit rate 0.17% among 350,000;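 active = every replicate shows inhibition of at least 40%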;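 also: 0% = neutral control wells and 100% = positive control wells; some results beyond the cut were filed as inactive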
Cneo AK release: Cryptococcus neoformans cell lysis inducers, primary screen, AK release luminescence, single concentration | C. neoformans lysis, adenylate kinase release luminescence, 4 h; normalised: neutral wells 0, clomiphene wells 100 | lysis activity, % at 15 µM | hit rate 0.2% among 360,000;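 active = mean lysis activity across replicates of at least 80%, whatever share of replicates individually reach that level; inactive = mean lysis activity below 80%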
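Material: C. neoformans cells | Amount: Yeast cell density of 5 × 10^6 cells/mL | Medium: Fresh YPD growth medium | Dosing: Single dose | Times: Static 4 h at 37 °C with compound, 1 h detection | Detection: AK luminescence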
LGR2 antag: inhibitors of bursicon-induced LGR2 CRE-luciferase signal, primary screen, cell-based, HEK293, CRE-luciferase reporter, bursicon stimulation | Drosophila bursicon receptor LGR2 (rickets) | bursicon-stimulated, 4 h | inhibition, % at 9.99 µM | hit rate 0.35% among 380,000;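 active = drop in luminescence signal, shown as inhibition above about 50% in the replicate tests, limit read from the data, passing the limit was not always enough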;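 also: agonist challenge used bursicon conditioned medium at about half maximal strength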
ARNT-TACC3 inh: disruptors of ARNT/TACC3 protein interaction, primary screen, biochemical, AlphaScreen, single concentration; Transforming acidic coiled-coil-containing protein 3 (Homo sapiens), Q9Y6A5; AlphaScreen His-ARNT PAS-B/GST-TACC3 binding, luminescence; TACC3 fragment carries E629A point mutation; inhibition, % at 9.99 µM; hit rate 0.66% among 390,000;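 active = mean inhibition of replicates at least 50% and at least half of replicates each reaching 50%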;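 also: 0% = complete ARNT plus TACC3 wells and 100% = ARNT alone without TACC3; many hits fall short of the cut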
* hit, by the source's call; nt = no result given. This is a random part of the collection; overall some 2.9% were active at least once.

SMILES	Statin myotox sup	PglD inh	PAX8 reporter	INS-1E GSIS act	PGC1a acetyl inh	Cneo AK release	LGR2 antag	ARNT-TACC3 inh
O=C1OC[C@@H]2CCCN2C(=O)[C@H](CC(=O)N(CCO)Cc2ccccc2)C/C=C\CC[C@@H]1Cc1ccc(F)cc1	-21.3	-2.2	29.0	-54.4	nt	2.6	5.9	-0.7
CC(/C=C/c1ccc(O)cc1)=NNc1ccccc1	1.0	-9.1	-10.8	25.6	2.4	-2.2	4.4	-0.7
COC(=O)c1sc2ncccc2c1OCc1c(Cl)cccc1Cl	6.8	1.2	nt	nt	-10.5	-1.2	nt	5.0
N#Cc1ccccc1Cn1c(-c2cscn2)nc2ccccc21	5.4	-0.3	11.5	nt	nt	5.2	nt	-2.0
CSc1ccccc1NC(=O)CN(C)C(=O)COc1ncnc2ccccc12	-1.3	-0.7	5.5	nt	2.8	-0.1	5.5	-4.6
CC(C)NC(=O)N(C)C[C@H]1Oc2ccc(NC(=O)C3CCCCC3)cc2C(=O)N([C@@H](C)CO)C[C@H]1C	1.3	2.5	1.0	23.3	nt	-5.0	-8.1	-18.9
O=C(NCc1ccccn1)c1ccc(Cl)c(S(=O)(=O)N2CCCCCC2)c1	nt	1.1	12.2	-19.9	-5.8	4.8	-9.2	46.2*
CCc1cccc(CC)c1NC(=O)C(NS(=O)(=O)c1cccs1)c1ccccc1 (stereo unspecified)	-5.3	-3.6	-27.5	1.8	-4.6	-1.6	12.9	0.7
CCC(c1nc2ccccc2c(=O)n1CCN1CCOCC1)N1C(=O)c2ccccc2C1=O (stereo unspecified)	140.7*	-0.9	nt	16.5	-17.9	1.8	-4.5	-2.4
Cc1cccc(N(CC(=O)NC2CCCCC2)C(=O)CCCC(=O)Nc2ccccn2)c1	10.1	-14.5	nt	-2.0	1.9	0.1	2.4	-2.5
Cc1cc(NC(=O)CSc2nnnn2-c2ccccc2)no1	nt	nt	-15.5	6.0	1.6	nt	-4.6	-8.8
COc1ccc(/C=N/NC(=O)CSc2nnc(C)n2-c2ccccc2)c(OC)c1OC	32.2	2.7	nt	nt	-3.6	-4.8	nt	0.8
C[C@H]1CCCCO[C@H](CN(C)C(=O)C2CCCCC2)[C@@H](C)CN([C@@H](C)CO)C(=O)c2cc(NS(=O)(=O)c3cccs3)ccc2O1	nt	3.1	nt	-20.6	-15.8	-0.5	-5.6	nt
CCC(=O)Nc1ccc2c(c1)C(=O)N(C)C[C@H](OC)[C@H](C)CN(Cc1cccnc1)[C@@H](C)CO2	-3.5	5.1	nt	-9.2	3.0	-0.5	7.8	nt
C[C@@H]1CCCCO[C@@H](CN(C)C(=O)Nc2cccc3ccccc23)[C@H](C)CN([C@@H](C)CO)C(=O)c2cc(NC(=O)CCC(F)(F)F)ccc2O1	nt	4.9	24.6	-7.6	-31.2	46.1	-9.0	2.4
C[C@@H]1CCCCO[C@@H](CN(C)C(=O)Cc2ccccc2)[C@H](C)CN([C@H](C)CO)C(=O)c2cc(NS(C)(=O)=O)ccc2O1	5.3	-0.5	5.6	-1.6	-18.7	-4.1	13.7	-0.2
C[C@@H]1CN([C@@H](C)CO)C(=O)c2ccccc2-c2ccccc2CO[C@@H]1CN(C)S(=O)(=O)Cc1ccccc1	-33.7	1.6	-18.6	10.7	1.4	-2.3	-8.2	-0.1
COc1ccccc1S(=O)(=O)N[C@H]1C=C[C@@H](CC(=O)N2CCOCC2)O[C@@H]1CO	-10.0	4.4	-15.7	9.5	0.9	9.4	12.5	-3.2
C[C@H](CO)N1C[C@H](C)[C@H](CN(C)Cc2ccc(Oc3ccccc3)cc2)Oc2c(NS(=O)(=O)c3cccs3)cccc2C1=O	0.5	-7.0	nt	-32.5	-14.5	-1.0	-6.5	6.6
CC1(C)CC(=O)N(c2cccc(Cl)c2)C(=O)C1	15.2	-3.8	-0.6	-6.1	4.1	1.6	5.3	-5.2
CC(=Nc1ccccc1)C1=C(O)C(Cc2ccccc2)NC1=O (stereo unspecified)	nt	nt	21.8	7.4	nt	nt	-80.0	-3.4
CCC(=O)N(C)C[C@@H]1Oc2cc(Br)ccc2S(=O)(=O)N([C@@H](C)CO)C[C@H]1C	-11.2	0.2	nt	18.8	5.5	-0.8	11.9	1.2
COc1ccc(NC(=O)N(C)C[C@@H]2OCCCC[C@@H](C)Oc3ccc(NS(=O)(=O)c4ccc(F)cc4)cc3C(=O)N([C@H](C)CO)C[C@@H]2C)cc1	nt	-4.5	-5.2	1.8	-8.4	57.2	5.7	-3.1
COc1cccc(-c2cc(C(=O)N3CCN(c4ncccn4)CC3)c3ccccc3n2)c1	24.2	3.2	nt	nt	-6.3	-4.4	nt	nt
CCOc1ccccc1NC(=O)C1CCCN(S(=O)(=O)c2cccc3cccnc23)C1 (stereo unspecified)	1.7	3.8	1.2	9.8	nt	3.4	3.4	0.1
SMILES	Statin myotox sup	PglD inh	PAX8 reporter	INS-1E GSIS act	PGC1a acetyl inh	Cneo AK release	LGR2 antag	ARNT-TACC3 inh
C/C=C/c1cnc2c(c1)C(=O)N([C@H](C)CO)C[C@@H](C)[C@@H](CN(C)C(=O)Cc1ccccn1)O2	11.0	-2.6	-6.0	12.1	-4.7	-2.2	-5.6	-5.1
CC1OC2(C)OC(=N)C1(C#N)C(C#N)(C#N)C2c1ccccc1 (stereo unspecified)	nt	0.0	nt	-27.1	nt	7.8	-5.9	5.2
Cc1ccc(S(=O)(=O)Nc2ccc3c(c2)C(=O)N([C@H](C)CO)C[C@@H](C)[C@H](CN(C)C(=O)Nc2ccc4c(c2)OCO4)OCCCC[C@@H](C)O3)cc1	nt	2.5	-8.0	-13.0	4.4	54.0	-4.8	-2.4
CC1CN(S(=O)(=O)c2cccc(C(F)(F)F)c2)CC(C)O1 (stereo unspecified)	0.2	1.5	11.3	5.1	6.8	1.9	-5.5	nt
CC1CCCN(C(=O)Cc2ccc(F)cc2)C1 (stereo unspecified)	-1.0	4.2	-1.9	nt	75.3*	2.2	nt	6.3
CC1(C(=O)OCC(=O)Nc2ccccc2)CC1(Cl)Cl (stereo unspecified)	-2.8	-3.9	-7.6	-2.2	0.4	8.3	-39.7	-6.5
CC(=O)C[C@@H](O)CC(=O)[C@H]1OC(=O)[C@H](C)CCCCc2ccccc21	-7.4	5.7	9.7	nt	3.1	-0.3	0.4	1.9
Cc1noc(C)c1NC(=O)N(C)C[C@@H]1Oc2ccc(NC(=O)NC(C)C)cc2CC(=O)N([C@H](C)CO)C[C@H]1C	-8.0	3.4	-31.4	11.0	-0.6	102.3*	-7.4	-6.7
CCN(CC)C(=O)CN1C(=O)/C(=C/c2ccccc2)SC1=S	1.0	-5.8	38.8	38.1	14.2	-1.8	-12.3	-3.2
C[C@@H]1CN([C@@H](C)CO)C(=O)c2cc(NC(=O)Nc3ccc(F)cc3)ccc2O[C@@H](C)CCCCO[C@@H]1CN(C)C(=O)CCCN(C)C	nt	0.0	-28.0	41.1	5.7	-0.7	-7.5	-3.6
O=C(NCc1ccco1)C1CCCN1C(=O)Nc1ccccc1[N+](=O)[O-] (stereo unspecified)	0.6	0.3	0.4	17.9	6.5	2.3	1.6	-1.1
COC(=O)c1nnn(-c2nc(N(C)C)nc(N(C)C)n2)c1C	8.9	-3.2	4.3	7.9	1.7	1.1	-0.3	-2.3
Cc1ccn(CC(=O)N/N=C/c2cc([N+](=O)[O-])ccc2O)n1	nt	-3.1	31.4	-14.0	nt	1.7	8.7	nt
COc1ccc(CCNS(=O)(=O)c2ccc3c(c2)NC(=O)CS3)cc1OC	-7.4	-4.0	-11.2	35.5	3.9	-2.6	2.3	-11.0
CC1(C(=O)NS(C)(=O)=O)CCN1C(=O)C/C=C/c1ccccc1 (stereo unspecified)	5.2	2.5	6.4	-0.4	nt	3.4	1.4	nt
O=C(NNC(=O)c1ccncc1)c1ccccc1	4.1	-5.7	-10.8	-5.6	11.7	-5.0	7.2	-1.7
C[C@H]1CN([C@@H](C)CO)S(=O)(=O)c2ccc(C#CC3CC3)cc2O[C@@H]1CN(C)Cc1ccccc1F	-2.3	-1.2	nt	-21.2	-11.8	6.3	22.1	20.0
CC(Nc1c([N+](=O)[O-])c(=O)oc2ccccc12)C(Cl)c1ccccc1 (stereo unspecified)	nt	nt	nt	16.1	-16.6	nt	15.5	-11.6
CCCC(=O)N1CCC2(CC1)CN(Cc1ccc(Cl)cc1)[C@@H](CO)c1[nH]c3cc(OC)ccc3c12	nt	nt	11.6	-9.0	-11.4	nt	21.2	nt
Clc1ncccc1-c1nnn(-c2ccccc2)n1	-2.8	-1.9	-136.1	nt	nt	-5.4	-2.8	-2.7
COCCn1cnc2c1c(=O)n(CC#N)c(=O)n2Cc1ccccc1	6.7	-3.2	-10.6	-19.5	-3.5	-0.9	6.4	nt
COc1cc(C2NC(=O)NC(C)=C2C(=O)OC2CCCC(C)C2)cc(Br)c1O (stereo unspecified)	3.3	-3.9	37.0	nt	5.4	0.4	nt	4.6
COc1ccc(-c2cn(CC[C@@H]3CC[C@@H](N)[C@H](CO)O3)nn2)cc1	3.2	-2.5	-104.9	4.9	-0.4	-3.4	-33.9	4.9
O=C(CCc1nc2ccccc2c(=O)[nH]1)OCC(=O)c1ccc(C2CCCCC2)cc1	nt	5.5	2.9	47.9	8.9	0.0	-12.8	-18.2
CC(Oc1ccccc1)C(=O)Nc1cccc([N+](=O)[O-])c1 (stereo unspecified)	nt	nt	-0.1	-10.5	nt	nt	5.2	-3.8
SMILES	Statin myotox sup	PglD inh	PAX8 reporter	INS-1E GSIS act	PGC1a acetyl inh	Cneo AK release	LGR2 antag	ARNT-TACC3 inh
COc1ccc(O)c(-c2cc(-c3cccs3)[nH]n2)c1	17.9	-1.2	nt	nt	-9.5	3.2	nt	2.4
CC(=O)Nc1ccc(Nc2nc(-c3cc4ccccc4oc3=O)cs2)cc1	-2.0	-4.6	-53.4	-9.0	4.7	-2.8	-9.6	-1.4
O=C(CC1OC(=O)c2ccccc21)Nc1cc(Cl)ccc1N1CCOCC1 (stereo unspecified)	-6.1	5.6	11.6	29.1	-3.8	-0.3	-0.8	nt
Cc1cccc(CC(=O)Nc2ccon2)c1	-3.1	8.0	5.9	6.3	nt	-2.0	10.6	0.6
Cc1c(C(=O)N2CCC(Cc3ccccc3)CC2)cccc1[N+](=O)[O-]	nt	nt	1.9	-36.9	16.9	nt	25.7	5.8
CCN(CC)C(=O)c1cc(Cl)ccc1NC(=O)c1ccco1	-0.5	-5.0	4.2	-0.6	0.9	3.0	-19.0	-5.5

A draw from above in order of molecular weight, smallest number first:
SMILES	Statin myotox sup	PglD inh	PAX8 reporter	INS-1E GSIS act	PGC1a acetyl inh	Cneo AK release	LGR2 antag	ARNT-TACC3 inh
Cc1cccc(CC(=O)Nc2ccon2)c1	-3.1	8.0	5.9	6.3	nt	-2.0	10.6	0.6
CCN(CC)C(=O)c1cc(Cl)ccc1NC(=O)c1ccco1	-0.5	-5.0	4.2	-0.6	0.9	3.0	-19.0	-5.5
CC(=O)Nc1ccc(Nc2nc(-c3cc4ccccc4oc3=O)cs2)cc1	-2.0	-4.6	-53.4	-9.0	4.7	-2.8	-9.6	-1.4
O=C(CC1OC(=O)c2ccccc21)Nc1cc(Cl)ccc1N1CCOCC1 (stereo unspecified)	-6.1	5.6	11.6	29.1	-3.8	-0.3	-0.8	nt
O=C(CCc1nc2ccccc2c(=O)[nH]1)OCC(=O)c1ccc(C2CCCCC2)cc1	nt	5.5	2.9	47.9	8.9	0.0	-12.8	-18.2

Source: PubChem
